p-CIP stab down: p/CIP protein destabilization | hit rate 0.01% among 290,000 | F442A p/CIP-EGFP cells, EGFP fluorescence, 16 h | decrease of EGFP signal, % at 10 µM | AID 1984;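 active means EGFP signal decrease of at least 30% at 10 µM or well 3 SD below plate mean, unless failing retest; inactive means the rest, including hits failing retest or dose response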; further: some compounds called inactive have numbers as strong as hits; many of its hits are not listed in these tables
IDE cell activ: IDE (human) activation, cell-based; hit rate 0.073% among 340,000; activation, % at 5.96 µM; HEK cells, FAbeta-B cleavage, fluorescence polarization; 0% vehicle, 100% cell-free pure enzyme wells;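 active means activation above the mean of all tested compounds plus 3 SD, set per screening campaign, cut at about 17% in these data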
MEKK3 PB1 HTS: MEKK3-MEK5 PB1 interaction, increase or decrease. Q99759. bead-based flow cytometry, Alexa488-MEK5 binding to MEKK3; actives lie on both sides; 0 = blocked by unlabeled MEK5, 100 = vehicle. binding response (% of control), % at 10 µM. hit rate 1.4% among 290,000;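 active means binding response more than 3 SD above or below the average of its plate-row segment, actives on both sides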;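 further: Alexa488 bead fluorescence after subtracting the streptavidin-only scavenger bead signal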
Target sequence (Q99759 whole entry, looked up): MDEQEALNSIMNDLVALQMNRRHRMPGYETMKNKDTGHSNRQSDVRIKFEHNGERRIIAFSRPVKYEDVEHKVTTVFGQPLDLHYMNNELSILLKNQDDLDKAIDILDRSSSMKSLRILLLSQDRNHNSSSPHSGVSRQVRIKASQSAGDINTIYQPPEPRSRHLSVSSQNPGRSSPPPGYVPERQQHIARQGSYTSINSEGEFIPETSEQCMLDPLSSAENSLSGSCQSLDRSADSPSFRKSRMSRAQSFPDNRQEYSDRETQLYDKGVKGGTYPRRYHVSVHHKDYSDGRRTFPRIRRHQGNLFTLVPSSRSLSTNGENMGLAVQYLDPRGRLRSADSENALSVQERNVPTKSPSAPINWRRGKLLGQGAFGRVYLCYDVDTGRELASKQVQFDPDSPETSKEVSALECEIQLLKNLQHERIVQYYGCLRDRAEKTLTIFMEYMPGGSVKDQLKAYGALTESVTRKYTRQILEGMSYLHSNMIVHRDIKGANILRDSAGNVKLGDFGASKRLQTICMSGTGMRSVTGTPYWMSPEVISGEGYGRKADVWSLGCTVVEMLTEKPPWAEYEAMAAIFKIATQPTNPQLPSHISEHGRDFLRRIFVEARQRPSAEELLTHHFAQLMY
PHOSPHO1 block: blocks human PHOSPHO1 phosphatase activity; Q8TCT1; recombinant PHOSPHO1, absorbance phosphatase assay; inhibition, % at 13.3 µM; hit rate 1.1% among 290,000; AID 1565; in the data active means inhibition above about 60%
IDE cell inh: inhibits human insulin-degrading enzyme in HEK cells. hit rate 0.41% among 320,000. P14735. FAbetaB cleavage, fluorescence polarization. inhibition, % at 5.59 µM;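 active means percent inhibition above the average of all tested compounds plus 3 SD, set per screening campaign, cut at about 16% in these data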;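 further: IDE supplied by intact live HEK cells; FP after avidin binding of uncleaved biotin substrate so inhibition keeps polarization high; 0% = DMSO wells and 100% = 60 µM reference IDE inhibitor Ii1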
GalR3 antagonist: blocks the human galanin receptor 3 | O60755 | HEK293 GalR3-CNG cAMP membrane potential fluorescence; galR3 body fused to GalR1 C-terminus | inhibition, % at 3 µM | hit rate 0.44% among 360,000;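 active means inhibition above the screen-wide average plus 3 SD, cut at about 13% in these data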;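 further: forskolin and galanin both at EC90 stimulate the cells; cAMP rise reported by CNG channel membrane potential dye signal; 0% = forskolin plus galanin with DMSO and 100% = forskolin alone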
Target sequence (O60755 1-299 limits assumed): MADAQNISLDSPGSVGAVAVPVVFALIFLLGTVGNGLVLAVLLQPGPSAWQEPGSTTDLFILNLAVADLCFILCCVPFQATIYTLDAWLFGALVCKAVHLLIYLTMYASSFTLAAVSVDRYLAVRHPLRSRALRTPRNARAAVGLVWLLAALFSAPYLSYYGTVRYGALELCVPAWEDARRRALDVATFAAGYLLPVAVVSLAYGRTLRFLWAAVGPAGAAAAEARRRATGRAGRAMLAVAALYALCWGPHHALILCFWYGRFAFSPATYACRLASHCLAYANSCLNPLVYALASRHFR
CRFR2-BP ag: agonists of human CRF-binding protein/CRF-R2 receptor complex | hit rate 0.46% among 350,000 | activation, % at 13.2 µM | HEK293 CRF-R2/CRF-BP, calcium dye fluorescence (FLIPR); percent of saturating CRF peptide response;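 active means activation of at least 50%, plus an integration ratio under a set limit after plate pattern correction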;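 further: plate controls were neutral control wells without compound for no effect and CRF at EC100 for full effect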
M4 PAM: potentiates acetylcholine response at human M4 receptor; P08173; CHO-K1 hM4/Gqi5, Fluo-8 calcium fluorescence, ACh EC20; 0% = ACh EC20, 100% = maximal ACh; activation, % at 3 µM; hit rate 0.4% among 360,000;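 active means activation above its plate's cutoff, the mean activation of sample wells plus 3 SD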; further: some results filed as inactive read as strong as hits
CRFBP-R2 block: antagonists of CRF-binding protein/CRF-R2 receptor complex; HEK293 CRF-R2/CRF-BP, CRF-induced calcium fluorescence; inhibition, % at 11.8 µM; hit rate 0.59% among 350,000; AID 588475;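 active means inhibition of the ligand-induced calcium signal above about 50% at the single tested concentration, limit read from the data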
* hit, by the source's call; · = no result given; & = joins results of further samples; [ ] = dose if it differs, or a comment.

SMILES	p-CIP stab down	IDE cell activ	MEKK3 PB1 HTS	PHOSPHO1 block	IDE cell inh	GalR3 antagonist	CRFR2-BP ag	M4 PAM	CRFBP-R2 block
O=C(c1n[nH]c(=O)c2ccccc12)N1CCN(c2ccccc2)CC1	0	4	115	33	5	-4	9.1	3	-10
O=C(NNC(=O)C12CC3CC(CC(Cl)(C3)C1)C2)c1csc(N2CCOCC2)n1	6	-5	99	53	-1	-1	4.8	-1	6
O=c1c2ccccc2c(C=Nc2cccc(S(=O)(=O)NCc3ccco3)c2)c(O)n1-c1ccc(Cl)cn1	2	1	107	1	6	-2	4.2	9	-1
CCOCCCNC(=O)c1ccc(Cn2c(=O)[nH]c3ccsc3c2=O)cc1	6	-2	96	28	3	2	1.6	11	-1
C/C(=N\NC(=O)C1(C)CC1(Br)Br)c1ccc(NC(=O)C2CCC2)cc1 (stereo unspecified)	-12	0	100	11	12	-4	0.7	-1	-6
CCCc1cc(=O)[nH]c(SCC(=O)N(CC)c2c(N)n(Cc3ccccc3)c(=O)[nH]c2=O)n1	·	4	·	·	-5	3	-0.5	-1	-4
O=C(N/N=C1\CCc2ccccc21)c1ccncc1	-3	5	91	1	2	-5	3.1	2	-12
CC1CCCCN1C(=O)c1ccc(CS(=O)(=O)Cc2ccccc2)cc1 (stereo unspecified)	-7	2	106	48	3	-2	4.2	-5	-24
COc1cccc(COC(=O)C2CC(=O)N(Cc3ccccc3)C2)c1OC (stereo unspecified)	·	·	·	·	·	-8	-1.1	14	-3
O=C(c1sc(N2CCOCC2)nc1-c1ccccc1)N1CCCCC1	-5	-4	131*	-14	-1	-3	-2.6	3	14
NC(=O)CN1CCN(C(=O)Nc2ccccc2)CC1	-24	9	95	-6	-2	1	7.3	8	-10
CC1=Nc2ccccc2N=C(N)C1c1ccccc1 (stereo unspecified)	4	1	98	41	2	-1	-0.1	7	-9
CCN1C(=O)[C@H]2[C@@H](c3ccc(OC)cc3)N3C(=O)CN(Cc4ccccc4)C(=O)[C@@]3(C)[C@H]2C1=O	-8	0	102	10	1	-6	-0.9	4	0
CCOC(=O)c1c(-c2ccccc2Cl)csc1NC(=O)c1cc(S(=O)(=O)N2CCOCC2)ccc1C	-16	-4	102	0	-3	2	-0.6	-6	-8
O=C(COc1ccc(-n2cnnn2)cc1)NCCc1ccc(F)cc1	-14	-5	102	-2	1	-3	-1.4	-7	5
Cc1ccc(NC(=O)C2C3CCCC2C3c2ccccc2)cc1 (stereo unspecified)	2	8	93	0	4	-6	-3.1	3	1
CC(=O)Nc1cccc(/C(C)=N/NS(=O)(=O)c2ccc(C)cc2)c1	-18	3	103	23	6	-1	0.6	-6	0
Fc1ccccc1-c1n[nH]c(=S)n1Cc1ccccc1	2	-7	107	-29	5	·	-0.7	4	3
Cc1ccnc(NC(=O)c2ccc([N+](=O)[O-])s2)c1	-8	6	107	-20	6	-7	-1.3	18	-13
COc1ccccc1NC(=O)COC(=O)c1ccc2c(c1)nc(C)n2-c1ccccc1	-20	1	88	-47	5	-2	2.0	-5	0
CC(C)c1ccc(NC(=S)NC2CC3C=CC2C3)cc1 (stereo unspecified)	1	0	99	27	0	-4	-0.6	-16	-9
CC(C)COCC(CN(Cc1ccccc1)c1ccccc1)N1CCCC1 (stereo unspecified)	-12	-1	96&73	40	1	-6	1.2	-12	-44
CC(C)(C)OC(=O)NNC(=S)NCc1ccc(Cl)cc1	6	3	105	73*	3	-1	-0.2	3	-18
O=C(C(NS(=O)(=O)c1cccs1)c1ccccc1)N1CCN(c2ccccc2F)CC1 (stereo unspecified)	-10	4	90	-15	1	-8	-2.5	-6	-30
CCN(CC)S(=O)(=O)c1ccc(C(=O)NCC(=O)NCCCc2ccccc2)cc1	-18	7	102	17	·	-9	1.4	-8	-8
COc1cc(Cl)c(C)cc1NC(=O)Cc1ccc(OC)c(OC)c1	-5	1	95	34	2	-4	-3.5	-8	29
Cc1nc(CCNC(=O)c2cc(COc3ccc(F)cc3Cl)on2)sc1C	-4	0	101	8	7	-6	-1.9	-15	9
COc1ccc(-n2cc(CNCc3cnc4ccccn34)c(-c3cccc(F)c3)n2)cc1	-9	0	106	30	7	-4	2.5	-8	-43
CC(OC(=O)Cn1cnc2c1c(=O)n(C)c(=O)n2C)C(=O)c1ccccc1 (stereo unspecified)	·	4	·	·	0	-1	1.6	5	-12
COc1ccc(NC(=O)c2cc(-c3cccs3)on2)cc1OC	-5	4	103	18	1	-3	-3.3	5	-5
Cc1ccc(N/N=C(/Sc2nnnn2-c2ccccc2)C(=O)c2ccccc2)cc1	7	4	101	-6	2	-5	-0.6	1	13
Cn1c(OCc2ccc3c(c2)OCO3)nc2c1c(=O)n(Cc1ccc(Cl)c(Cl)c1)c(=O)n2C	-6	6	·	58	-5	0	3.0	6	6
O=c1oc2ccccc2c2c1SC(C(F)(F)F)C2 (stereo unspecified)	-15	5	99	16	3	-4	-2.9	-3	6
Cc1cc(C)cc(OCC(=O)NC(C)c2ccccc2)c1 (stereo unspecified)	-4	0	102	18	0	-10	-2.2	-2	18
O=C(Cc1n[nH]c(=O)c2ccccc12)Nc1cccc(S(=O)(=O)N2CCCCCC2)c1	·	0	·	·	4	2	-1.0	-2	-12
CC(=O)Nc1ccc(S(=O)(=O)NCC(=O)OCC(=O)NCc2ccco2)cc1	·	-4	·	·	-7	6	2.9	5	5
CCOc1ccc(C(C(=O)NC2CCCC2)N(C(=O)c2snc(C(N)=O)c2N)C2CCCC2)cc1 (stereo unspecified)	-7	7	99	-24	-3	-4	-0.9	8	13
O=C(CCl)NC(Cc1ccccc1)C(=O)OCC(=O)c1ccc(-c2ccccc2)cc1 (stereo unspecified)	·	-13	·	·	·	-1	11	-11	-9
Cn1c(=O)c2c(nc(NCc3ccccc3)n2C)n(C)c1=O	2	-1	110	33	-2	4	-0.6	4	3
NS(=O)(=O)c1ccc(CCNC(=O)Cc2ccc(Cl)cc2)cc1	-4	3	90	10	-1	-4	-1.8	-5	11

Reformatted: entries from further up.
Molecule,p-CIP stab down,IDE cell activ,MEKK3 PB1 HTS,PHOSPHO1 block,IDE cell inh,GalR3 antagonist,CRFR2-BP ag,M4 PAM,CRFBP-R2 block
CC(OC(=O)Cn1cnc2c1c(=O)n(C)c(=O)n2C)C(=O)c1ccccc1 (stereo unspecified),·,4,·,·,0,-1,1.6,5,-12
COc1ccc(NC(=O)c2cc(-c3cccs3)on2)cc1OC,-5,4,103,18,1,-3,-3.3,5,-5
Cc1ccc(N/N=C(/Sc2nnnn2-c2ccccc2)C(=O)c2ccccc2)cc1,7,4,101,-6,2,-5,-0.6,1,13
Cn1c(OCc2ccc3c(c2)OCO3)nc2c1c(=O)n(Cc1ccc(Cl)c(Cl)c1)c(=O)n2C,-6,6,·,58,-5,0,3.0,6,6
O=c1oc2ccccc2c2c1SC(C(F)(F)F)C2 (stereo unspecified),-15,5,99,16,3,-4,-2.9,-3,6
Cc1cc(C)cc(OCC(=O)NC(C)c2ccccc2)c1 (stereo unspecified),-4,0,102,18,0,-10,-2.2,-2,18
O=C(Cc1n[nH]c(=O)c2ccccc12)Nc1cccc(S(=O)(=O)N2CCCCCC2)c1,·,0,·,·,4,2,-1.0,-2,-12
CC(=O)Nc1ccc(S(=O)(=O)NCC(=O)OCC(=O)NCc2ccco2)cc1,·,-4,·,·,-7,6,2.9,5,5
CCOc1ccc(C(C(=O)NC2CCCC2)N(C(=O)c2snc(C(N)=O)c2N)C2CCCC2)cc1 (stereo unspecified),-7,7,99,-24,-3,-4,-0.9,8,13
O=C(CCl)NC(Cc1ccccc1)C(=O)OCC(=O)c1ccc(-c2ccccc2)cc1 (stereo unspecified),·,-13,·,·,·,-1,11,-11,-9
Cn1c(=O)c2c(nc(NCc3ccccc3)n2C)n(C)c1=O,2,-1,110,33,-2,4,-0.6,4,3
NS(=O)(=O)c1ccc(CCNC(=O)Cc2ccc(Cl)cc2)cc1,-4,3,90,10,-1,-4,-1.8,-5,11

The list continues:
SMILES	p-CIP stab down	IDE cell activ	MEKK3 PB1 HTS	PHOSPHO1 block	IDE cell inh	GalR3 antagonist	CRFR2-BP ag	M4 PAM	CRFBP-R2 block
COc1ccc(S(=O)(=O)NCCOc2ccccc2)cc1OC	-3	-1	95	-17	-1	-4	-0.4	4	9
CC(NS(=O)(=O)c1c(N)n(C)c(=O)n(C)c1=O)c1ccccc1 (stereo unspecified)	-1	2	99	29	0	-3	0.5	-3	-6
C[C@@]12CCC3[C@@](CC[C@@H]4[C@](C)(C(=O)O)CCC[C@@]34C)(C[C@H]1O)C2 (stereo partly specified)	4	4	104	13	6	-11	1.2	2	-7
Cc1csc(NC(=O)c2cccc([N+](=O)[O-])c2C(=O)O)n1	-3	6	104	-18	-7	-5	-1.7	-5	-1
CCN(CC)c1ccc(N=Cc2c(C)[nH]c3ccccc23)cc1	-4	-3	75*[inhibitor]	-13	-3	0	1.6	5	-1
Clc1cc(CSc2ccccc2)nc(-c2ccccc2)n1	1	-1	107	22	-5	0	1.2	20	0
CC(C)(C)C#CCn1c(/C=[N+](\[O-])C2CCCCC2)nc2ccccc21	7	4	98	15	2	·	-1.5	-1	3
Cc1cc2nc(-c3ccc(SCC(=O)N4CCN(C(=O)c5ccco5)CC4)nc3)[nH]c2cc1C	5	-26	99	31	12	-7	0.2	-14	19
CCCCC(=O)Nc1nnc(/C=C/c2ccc(OC)cc2)s1	-2	1	103	30	4	·	0.0	1	-29
CCOc1ccc2nc(NC(=O)CSc3nc4c(c(=O)n(C)c(=O)n4C)n3C(C)C)sc2c1	-5	-2	·	4	-3	-2	-1.2	-1	20
O=C(C1CCCN(S(=O)(=O)c2cccc3nsnc23)C1)N1CCc2ccccc21 (stereo unspecified)	-8	-2	·	16	7	0	-1.8	1	15
O=[N+]([O-])c1cc(-c2nnc(Nc3ccc(O)cc3)c3ccccc23)ccc1N1CCOCC1	4	2	102	-1	0	-7	-1.8	6	1
O=C(NCC(c1ccco1)N1CCc2ccccc2C1)c1ccc([N+](=O)[O-])cc1 (stereo unspecified)	·	-4	·	·	4	-4	-2.4	2	8
Cc1ccccc1C(=O)NNC(=O)CCCCC(=O)NNC(=O)c1ccccc1C	·	7	·	·	-1	-3	-1.2	2	-15
COCCCNc1nc2c(c(=O)n(C)c(=O)n2C)n1Cc1cccc(OC)c1	-7	4	102	-2	5	0	-2.5	4	9
O=C(NCc1cccnc1)C1CCC(c2ccc(Cl)cc2)CC1 (stereo unspecified)	-27	4	102	-5	4	-6	-1.9	-19	25
CCOc1ccccc1NC(=O)Cn1nnc(C(=O)NCc2ccco2)c1N	-16	-1	·	-34	7	1	-0.1	10	18
CCCc1nnc(NC(=O)CCC(=O)N2CCN(CCn3c(C)ccc3C)CC2)s1	-4	-1	100	-4	2	3	0.6	-2	8

Source: PubChem BioAssay (several laboratories)

This is a random part of the collection (roughly 4.2% active in at least one column).
